aSyn tox rescue = rescues yeast growth from alpha-synuclein toxicity; Potency, µM (highest dose often 46.1 µM), inactives show at the top dose growth rescue (activation), most hits filed as activators; 0.02% of 94,000 active; S. cerevisiae alpha-synuclein toxicity rescue, BacTiter-Glo growth, 24 h; AID 1347070; active means well fitted activation curve with a large enough effect; further: 0% is about no effect
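Growth restoration measured by BacTiter-Glo luminescence after 24 hr at 30 deg C; alpha-synuclein yeast, raffinose-pregrown to mid-log, were added at OD600=0.02 in galactose medium onto pinned compounds.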
* = called active by the depositor. Potency means the concentration at half of the fitted maximal effect.

How did CC(Sc1nn(-c2ccc(Cl)cc2)c(=S)s1)C(=O)NCC1CCCO1 (stereo not given) do in these assays?
aSyn tox rescue: 7.8%

What do the screens show for `CCOC(=O)CN1C(C(=O)c2ccccc2)=C(OC(=O)C(C)(C)C)c2ccccc2S1(=O)=O`?
aSyn tox rescue: 5.6%

Results for CC(=O)Nc1ccc(OCCOc2ccccc2C(C)=O)cc1 ?
aSyn tox rescue: -5.7%

Results for CCC(=O)N1CCc2cc(S(=O)(=O)NCCC(=O)Nc3ccc(OC)c(Cl)c3)ccc21 ?
aSyn tox rescue: 0.3%

How did COc1ccccc1OCCC(=O)OCC(=O)Nc1ccc(S(=O)(=O)N2CCOCC2)cc1 do in these assays?
aSyn tox rescue: 0.5%

How did CC(=O)c1cn(Cc2ccccc2)c(=O)n(Cc2ccc(F)cc2)c1=O do in these assays?
aSyn tox rescue: -9.7%

Results for CN(C)S(=O)(=O)c1cccc(COC(=O)c2cccnc2Cl)c1 ?
aSyn tox rescue: 2.1%

How did Cc1ccc(-c2noc(-c3ccc(N4CCCCC4C)c([N+](=O)[O-])c3)n2)cc1 (stereo not given) do in these assays?
aSyn tox rescue: -3.5%

What do the screens show for `CCCN1CCN(C(=O)c2noc3c2COc2ccc(C)cc2-3)CC1`?
aSyn tox rescue: -1.7%

Results for COc1ccc(CC(=O)NCC(c2ccc(N(C)C)cc2)N2CCOCC2)cc1 (stereo not given) ?
aSyn tox rescue: -3.1%

What do the screens show for `O=C(NNC(=S)Nc1ccc(Br)cc1Cl)c1ccncc1`?
aSyn tox rescue: -16.8%

Results for CC1=CC(=C(C#N)C#N)C=C(C)N1Cc1ccc(Cl)cc1 ?
aSyn tox rescue: -18.1%

How did Cc1ccc(S(=O)(=O)c2cn(CC(=O)Nc3cccc(C)c3)c3cc4c(cc3c2=O)OCO4)cc1 do in these assays?
aSyn tox rescue: 5.1%

What do the screens show for `O=C(Cn1c(=O)n(Cc2ccccc2)c(=O)c2sc3ccccc3c21)NCc1ccccc1Cl`?
aSyn tox rescue: 2.4%

Results for CCn1cc2nc(SCc3cccc(OC)c3)n(Cc3ccc(Cl)cc3)c(=O)c2n1 ?
aSyn tox rescue: -12.9%

How did COc1ccc(-c2nc3c(c(SCC(=O)N4CCCCC4)n2)Cc2cc(Cl)ccc2O3)cc1 do in these assays?
aSyn tox rescue: -4.1%

What do the screens show for `CCn1c(=O)n(CC)c2cc(N3CCCCC3)c(NC(=O)Nc3cc(C)cc(C)c3)cc21`?
aSyn tox rescue: 8.5%

Results for CC(C(=O)N1CCOCC1)N1C(=O)C2C3C=CC(C4CC34)C2C1=O (stereo not given) ?
aSyn tox rescue: -8.8%

Results for Cn1cc(S(=O)(=O)N2CCc3ccccc3C2)c(=O)n(C)c1=O ?
aSyn tox rescue: 5.2%

How did COc1ccccc1NS(=O)(=O)c1cccc(C(=O)NCC(c2ccc(F)cc2)N2CCOCC2)c1 (stereo not given) do in these assays?
aSyn tox rescue: 3.4%

What do the screens show for `O=C1C2C3CCC(O3)C2C(=O)N1c1cc(OCC(F)F)cc([N+](=O)[O-])c1` (stereo not given)?
aSyn tox rescue: -8.7%

Results for O=c1c2oc3ccccc3c2n(Cc2ccccc2)c(=O)n1Cc1ccc2c(c1)OCO2 ?
aSyn tox rescue: -20.6%

How did Cc1ccc(N2C(=O)C(CC(=O)Nc3cccc(F)c3)N(CCc3ccncc3)C2=O)cc1 (stereo not given) do in these assays?
aSyn tox rescue: -1.5%

Results for O=C(Nc1cc(S(=O)(=O)N2CCCC2)ccc1OCC(F)(F)F)c1ccncc1 ?
aSyn tox rescue: 1.1%

Filtered by structure: the entries above with an aryl methoxy group.
Results for CCC(=O)N1CCc2cc(S(=O)(=O)NCCC(=O)Nc3ccc(OC)c(Cl)c3)ccc21 ?
aSyn tox rescue: 0.3%

How did COc1ccccc1OCCC(=O)OCC(=O)Nc1ccc(S(=O)(=O)N2CCOCC2)cc1 do in these assays?
aSyn tox rescue: 0.5%

Results for COc1ccc(CC(=O)NCC(c2ccc(N(C)C)cc2)N2CCOCC2)cc1 (stereo not given) ?
aSyn tox rescue: -3.1%

Results for CCn1cc2nc(SCc3cccc(OC)c3)n(Cc3ccc(Cl)cc3)c(=O)c2n1 ?
aSyn tox rescue: -12.9%

How did COc1ccc(-c2nc3c(c(SCC(=O)N4CCCCC4)n2)Cc2cc(Cl)ccc2O3)cc1 do in these assays?
aSyn tox rescue: -4.1%

How did COc1ccccc1NS(=O)(=O)c1cccc(C(=O)NCC(c2ccc(F)cc2)N2CCOCC2)c1 (stereo not given) do in these assays?
aSyn tox rescue: 3.4%

Other results
How did C=CCn1cc(C(=O)c2cc(Br)ccc2O)cc(C#N)c1=O do in these assays?
aSyn tox rescue: 15.0%

How did COc1ccc(CCC(=O)OCC(=O)Nc2ccccc2OC(F)F)cc1OC do in these assays?
aSyn tox rescue: -9.7%

Results for CC1(NC(=O)CCc2nc3sc4c(c3c(=O)[nH]2)CCCC4)CCS(=O)(=O)C1 (stereo not given) ?
aSyn tox rescue: 9.9%

What do the screens show for `NNC(=O)c1cccc(S(=O)(=O)Nc2cc(Cl)ccc2Cl)c1`?
aSyn tox rescue: -3.0%

How did O=C(COC(=O)c1cccc(Br)c1)NC1CCCCCCC1 do in these assays?
aSyn tox rescue: 3.1%

What do the screens show for `Cn1nnnc1SCCCNCc1cc(Br)ccc1OCc1ccccc1`?
aSyn tox rescue: 2.7%

Results for COc1ccc(CCNCC(O)COc2cccc(Br)c2)cc1OC (stereo not given) ?
aSyn tox rescue: 1.3%

Results for COc1ccc(N(CC(=O)NCCc2ccccc2)C(=O)CCC(=O)Nc2ccccn2)cc1 ?
aSyn tox rescue: 11.6%

Results for CCC(C)NC(=O)C(=O)NCC1CCCN1CC (stereo not given) ?
aSyn tox rescue: -1.9%

How did Brc1csc(CN2CCc3nc(Nc4ccccc4)ncc3C2)c1 do in these assays?
aSyn tox rescue: 1.4%

How did CCOC(=O)C1CCCCN1S(=O)(=O)c1cc2c(cc1C)NC(=O)CO2 (stereo not given) do in these assays?
aSyn tox rescue: -8.3%

What do the screens show for `CCN(CC)S(=O)(=O)c1ccc(Cl)c(NC(=O)COC(=O)c2ccc(O)cc2)c1`?
aSyn tox rescue: -0.5%

Structures listed so far containing a nitro group on carbon, in the order listed:
How did Cc1ccc(-c2noc(-c3ccc(N4CCCCC4C)c([N+](=O)[O-])c3)n2)cc1 (stereo not given) do in these assays?
aSyn tox rescue: -3.5%

What do the screens show for `O=C1C2C3CCC(O3)C2C(=O)N1c1cc(OCC(F)F)cc([N+](=O)[O-])c1` (stereo not given)?
aSyn tox rescue: -8.7%

Other compounds follow:
Results for Cc1ccc(CN2CCN(C3CCN(C(=O)c4ccc(C)cc4)CC3)C(=O)C2=O)cc1 ?
aSyn tox rescue: 1.6%

Results for O=C(NCCNC(=O)c1ccc(F)cc1)c1ccc(F)cc1 ?
aSyn tox rescue: -6.6%

What do the screens show for `CSc1nc(N)nc(C(C)C)n1`?
aSyn tox rescue: 1.3%

How did CC(C)c1ccc(Nc2cc(C(=O)NC3CCCCC3)c3ccccc3n2)cc1 do in these assays?
aSyn tox rescue: 0.3%

Results for CCCn1c2ccccc2c2cnn(CC(=O)NCCc3ccc(OCC)c(OCC)c3)c(=O)c21 ?
aSyn tox rescue: -0.5%

Results for CCn1c(C(=O)Nc2cc(C)cc(C)c2)cc2sc(Cl)cc21 ?
aSyn tox rescue: -1.8%

What do the screens show for `CC(OC(=O)CCNS(=O)(=O)c1ccc(Cl)cc1)C(=O)N(C)Cc1ccccc1` (stereo not given)?
aSyn tox rescue: 6.6%

Results for CCOc1ccc(NC(=O)C(CC(=O)O)Cc2ccccc2)cc1 (stereo not given) ?
aSyn tox rescue: 1.6%

What do the screens show for `Cc1cccc(NC(=O)c2cc([N+](=O)[O-])ccc2Cl)c1O`?
aSyn tox rescue: 5.7%

Results for COc1ccc(CCNC(=O)c2cn(C)c3ccc(S(=O)(=O)N4CCOCC4)cc3c2=O)cc1OC ?
aSyn tox rescue: 1.9%

What do the screens show for `COc1ccc2c(c1)cc1c(=O)n(CC(=O)NC3CCCCC3)nc(C)n12`?
aSyn tox rescue: 4.8%

What do the screens show for `O=C(O)COCC(=O)N1CCN(C2c3ccccc3-c3ccccc32)CC1`?
aSyn tox rescue: -11.9%

How did CCOc1cc(CNC(=O)c2ccc3c(c2)N(C)C(=O)C2CCCCN32)ccc1OC (stereo not given) do in these assays?
aSyn tox rescue: -2.0%

How did Cc1ccccc1CNS(=O)(=O)c1ccccc1[N+](=O)[O-] do in these assays?
aSyn tox rescue: 3.4%

Results for O=C(COC(=O)c1ccc(O)cc1)Nc1cc(S(=O)(=O)N2CCCCCC2)ccc1Cl ?
aSyn tox rescue: -2.9%

Results for CCCc1cc2c(-c3ccccc3)cc(=O)oc2cc1OCc1ccc(C(=O)O)o1 ?
aSyn tox rescue: -18.2%

What do the screens show for `O=C(Cn1nc(N2CCN(c3ccccc3)CC2)ccc1=O)NCc1cccc(Cl)c1`?
aSyn tox rescue: 7.7%

How did CCc1cccc(C)c1NC(=S)NCc1ccc2c(c1)cc(C)n2C do in these assays?
aSyn tox rescue: -9.3%

Results for O=C(O)c1nccnc1C(=O)Nc1ccccc1-c1ccccc1 ?
aSyn tox rescue: 4.4%

Results for COc1ccc(S(=O)(=O)N2CCCCCC2)cc1C(=O)N(C)Cc1ccccc1F ?
aSyn tox rescue: 10.0%

What do the screens show for `COc1ccc(Cl)c(Cn2c(NCCN)nc3c2c(=O)n(C)c(=O)n3C)c1`?
aSyn tox rescue: -3.8%

What do the screens show for `Cc1ccc(Cl)cc1NC(=O)CN1CCN(S(=O)(=O)N2CCC(C)CC2)CC1`?
aSyn tox rescue: 1.7%

What do the screens show for `CC(=O)Nc1ccc(Nc2ncnc3c2c(-c2ccccc2)cn3-c2ccccc2)cc1`?
aSyn tox rescue: -27.2%

What do the screens show for `COc1cccc(NC(=O)c2sc(-n3nc(C)c(Cc4ccccc4Cl)c3C)nc2C)c1`?
aSyn tox rescue: -13.9%

Gathered by group: the compounds so far with a furan ring, fused or not
Results for O=c1c2oc3ccccc3c2n(Cc2ccccc2)c(=O)n1Cc1ccc2c(c1)OCO2 ?
aSyn tox rescue: -20.6%

Results for CCCc1cc2c(-c3ccccc3)cc(=O)oc2cc1OCc1ccc(C(=O)O)o1 ?
aSyn tox rescue: -18.2%

The list goes on.
Results for CCOC(=O)c1c(C)[nH]c(C)c1S(=O)(=O)NCC(=O)NCc1cccc(Br)c1 ?
aSyn tox rescue: -3.0%

Results for c1ccc(CN2CCN(Cc3nnc(-c4ccccc4)o3)CC2)cc1 ?
aSyn tox rescue: -7.1%

Results for COc1ccc(C(=O)Nc2ccc3nc(SCC(=O)N4CCCc5ccccc54)sc3c2)cc1 ?
aSyn tox rescue: -10.2%

What do the screens show for `Cc1cc(N2CCC(C(=O)Nc3ccc(F)cc3C)CC2)n2nc(C)c(-c3ccc(Cl)cc3)c2n1`?
aSyn tox rescue: -0.2%

How did O=S(=O)(Nc1nc2ccccc2s1)c1cnc(Cl)c(Br)c1 do in these assays?
aSyn tox rescue: -0.8%

How did Cc1cccc(CSc2ncccc2C(=O)O)c1 do in these assays?
aSyn tox rescue: 26.4%

How did COc1ccc(C2CC(=O)N(Cc3ccc(F)cc3)c3ccccc3S2)cc1OC (stereo not given) do in these assays?
aSyn tox rescue: 28.9%

How did Cc1ccc([N+](=O)[O-])cc1S(=O)(=O)N1CCCCC1C(=O)O (stereo not given) do in these assays?
aSyn tox rescue: 7.6%

What do the screens show for `O=S(=O)(c1cnc(Cl)c(Cl)c1)N1CCN(c2ncccn2)CC1`?
aSyn tox rescue: -4.2%

Results for Cc1ccc(CN(Cc2ccco2)C(=O)c2ccc(Cl)cc2Cl)cc1 ?
aSyn tox rescue: 7.1%

What do the screens show for `COc1ccc2[nH]cc(CCNC(=O)Nc3ccccc3)c2c1`?
aSyn tox rescue: 2.6%

How did COc1ccccc1CN(Cc1ccco1)c1cnc(S(C)(=O)=O)nc1C(=O)Nc1cc(C)ccc1C do in these assays?
aSyn tox rescue: 1.6%

Next section (three carried over from the part before).
Results for Cc1ccc(CN(Cc2ccco2)C(=O)c2ccc(Cl)cc2Cl)cc1 ?
aSyn tox rescue: 7.1%

What do the screens show for `COc1ccc2[nH]cc(CCNC(=O)Nc3ccccc3)c2c1`?
aSyn tox rescue: 2.6%

How did COc1ccccc1CN(Cc1ccco1)c1cnc(S(C)(=O)=O)nc1C(=O)Nc1cc(C)ccc1C do in these assays?
aSyn tox rescue: 1.6%

What do the screens show for `CCC(=O)N1CCc2cc(Br)cc(S(=O)(=O)CCC(=O)N3CCN(c4cccc(C)c4)C(C)C3)c21` (stereo not given)?
aSyn tox rescue: 6.6%

Results for COc1ccccc1-c1c(C)nn2c(N3CCC(C)CC3)cc(C)nc12 ?
aSyn tox rescue: -2.3%

Results for Cc1cc(C)cc(NC(=O)N2CCCN(c3c(Cl)cncc3Cl)CC2)c1 ?
aSyn tox rescue: -1.5%

How did COc1cc(-c2noc(-c3ccc(NC4CCCCC4)c([N+](=O)[O-])c3)n2)cc(OC)c1OC do in these assays?
aSyn tox rescue: -2.5%

How did CCN(CCCNC(=O)CN1N=C(c2ccccc2)CCC1=O)c1cccc(C)c1 do in these assays?
aSyn tox rescue: -6.5%

Results for O=C(O)c1cc([N+](=O)[O-])cc2c1C=Cc1ccccc1O2 ?
aSyn tox rescue: -8.5%

How did Cc1ccc(C(=O)OCC(=O)c2c[nH]c3ccccc23)cc1S(=O)(=O)N1CCOCC1 do in these assays?
aSyn tox rescue: -5.5%

Results for CCOC(=O)C1=C(C)OC(=CC=Cc2ccccc2)C1=O ?
aSyn tox rescue: -2.0%

How did CC1=NN(c2ccccc2)C(=O)C1C(=S)SC1CC(=O)NC1=O (stereo not given) do in these assays?
aSyn tox rescue: -6.4%

Results for COc1cccc(C(=O)NCC(=O)N2CCN(c3ccc(C(F)(F)F)cn3)CC2)c1 ?
aSyn tox rescue: 7.8%

What do the screens show for `COc1cccc(CNC(=O)c2oc3c(c2C)-c2nn(Cc4cccc(Cl)c4)cc2CC3)c1`?
aSyn tox rescue: -7.2%

How did CCCN(CC(=O)Nc1ccccc1OC)C(=O)Cc1ccccc1F do in these assays?
aSyn tox rescue: -2.5%

From PubChem

Some of the compounds tested; count on the stated rates, not on these rows.
